Compound activity from PubChem BioAssay.
KB-3-1 tox: kills parental KB-3-1 adenocarcinoma cells. KB-3-1 viability, CellTiter-Glo ATP luminescence, 72 h. Potency, µM (series often up to 46.1 µM), for inactives: top-dose activity change, negative = cytotoxic, most hits filed as cytotoxic. 400,000 tested, 1.4% active. AID 1347075; note: potency is the fitted concentration of half-maximal effect; % is set by controls: 0 for no effect and ±100 for the full control effect; nearly all actives have a fitted effect of over 60% in size
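Cells are dispensed, compounds pinned in, plates held at 37 °C for 72 h, then CellTiter-Glo is added and luminescence read after 10 minutes. Cell line: parental KB-3-1 in phenol-red-free DMEM, 10% FBS.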
SW480 rerep: induces DNA re-replication in SW480 colon adenocarcinoma cells; Potency, µM (top dose mostly 46.1 µM), inactives show at the top dose re-replication activation, hits mostly activators; SW480 DNA re-replication, Hoechst DNA content imaging, 48 h; 340,000 tested, 1.8% active; note: potency is the fitted concentration of half-maximal effect; % of control where 0% means no effect; nearly all actives have a fitted effect of over 55% in size
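DNA re-replication was detected as more nuclei of elevated Hoechst intensity after 48 hr exposure to compound (23 nL pinned per well of 250 cells).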
GLP-1R agonist: GLP-1 receptor (human) agonism; P43220; HEK293 GLP-1R CRE-luciferase, luminescence, 4-6 h; cells express a hypersensitive GLP-1R form; Potency, µM (doses to about 45.6 µM), without a hit: at the highest dose activation, actives largely listed as activators; 380,000 tested, 0.007% active; note: potency is the fitted concentration of half-maximal effect; % of control where 0% means no effect
Target sequence (P43220 whole entry, looked up): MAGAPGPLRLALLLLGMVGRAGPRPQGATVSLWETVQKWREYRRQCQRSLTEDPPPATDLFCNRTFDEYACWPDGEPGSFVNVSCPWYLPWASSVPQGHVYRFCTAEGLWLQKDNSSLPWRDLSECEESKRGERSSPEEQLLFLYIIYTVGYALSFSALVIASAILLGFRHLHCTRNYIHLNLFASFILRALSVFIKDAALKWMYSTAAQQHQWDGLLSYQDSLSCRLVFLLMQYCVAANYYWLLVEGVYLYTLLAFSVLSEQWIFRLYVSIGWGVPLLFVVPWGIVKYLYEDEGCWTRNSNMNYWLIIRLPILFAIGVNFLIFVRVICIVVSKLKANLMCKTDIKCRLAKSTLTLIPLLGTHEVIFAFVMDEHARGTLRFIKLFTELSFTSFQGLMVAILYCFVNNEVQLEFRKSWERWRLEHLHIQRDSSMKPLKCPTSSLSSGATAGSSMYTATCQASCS
IL1B secr inh: blocks inflammasome-driven IL-1 beta release | THP-1 LPS/ATP IL-1B secretion, AlphaLISA, 16 h; active compounds read low | activity change, % at 57.5 µM | 360,000 tested, 4.7% active; in the data active = activity change below about -50%; inconclusive = mostly about -30% to -49%; note: % is set by controls: 0 for no effect and ±100 for the full control effect
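THP-1 cells pretreated 1 hr with compounds (up to 57.5 uM final), then stimulated with LPS (250 ng/mL final) plus ATP (1.25 mM final); secreted IL-1B measured by AlphaLISA after 16 hr, decreased signal indicating inhibition.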
KB-V1 MDR tox: kills drug-selected multidrug resistant KB-V1 cells | KB-V1 MDR cells viability, CellTiter-Glo, 72 h | Potency, µM (series often up to 46.1 µM), inactives show top-dose activity change, negative = cytotoxicity, actives largely listed as cytotoxic | 400,000 tested, 3.4% active | AID 1347076; note: potency is the fitted concentration of half-maximal effect; % is set by controls: 0 for no effect and ±100 for the full control effect; nearly all actives have a fitted effect of over 60% in size
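Readout: CellTiter-Glo luminescence, 10 min after addition. Cells: KB-V1 MDR subline, 72 h at 37 degrees C with compound. Analysis: corrected, normalized data fitted to concentration-effect curves.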
HT1080 IDH1KD tx: toxicity to HT-1080 IDH1 knockdown cells (counter line) | HT-1080 IDH1 knockdown viability, ATP luminescence, 48 h | Potency, µM (doses to about 46.1 µM), without a hit: top-dose activity, negative = toxicity, most hits filed as cytotoxic | 360,000 tested, 2% active | AID 686971;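 note: potency is the fitted concentration of half-maximal effect; 0% = DMSO wells and -100% = cell-free medium wells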
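Assay cells: HT-1080 with IDH1 knockdown, 750 per well, RPMI/5% FBS. Exposure: 48 h at 37 °C following 2 h pre-incubation. Read: CellTiter-Glo luminescence; fitted concentration-response, curve class assigned.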
HT1080NT lethal: kills 2HG-producing HT-1080-NT fibrosarcoma cells; HT-1080-NT fibrosarcoma viability, CellTiter-Glo ATP luminescence, 48 h; Potency, µM (top dose mostly 46.1 µM), for the others: at the highest dose activity, negative = less viability, hits mostly cytotoxic; 360,000 tested, 1.6% active;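 note: NT is the 2HG producing partner of a matched IDH1 knockdown line; potency is the fitted concentration of half-maximal effect; 0% = DMSO-treated cells and -100% = media-only wells without cells; nearly all actives have a fitted effect of over 55% in size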
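Toxicity toward the 2HG-producing NT line was scored as %Activity, normalised to DMSO and no-cell wells, from CellTiter-Glo luminescence after 48 hours' treatment.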
D3 ag: agonists of human D3 dopamine receptor; D3R DiscoveRx beta-arrestin cells, luminescence, 90 min; max activation, %; 410,000 tested, 0.58% active; in the data active = max activation above about 30%; note: 0% is about no effect; mostly tested at two doses, the higher about 12 µM
Target sequence (P35462 whole entry, looked up): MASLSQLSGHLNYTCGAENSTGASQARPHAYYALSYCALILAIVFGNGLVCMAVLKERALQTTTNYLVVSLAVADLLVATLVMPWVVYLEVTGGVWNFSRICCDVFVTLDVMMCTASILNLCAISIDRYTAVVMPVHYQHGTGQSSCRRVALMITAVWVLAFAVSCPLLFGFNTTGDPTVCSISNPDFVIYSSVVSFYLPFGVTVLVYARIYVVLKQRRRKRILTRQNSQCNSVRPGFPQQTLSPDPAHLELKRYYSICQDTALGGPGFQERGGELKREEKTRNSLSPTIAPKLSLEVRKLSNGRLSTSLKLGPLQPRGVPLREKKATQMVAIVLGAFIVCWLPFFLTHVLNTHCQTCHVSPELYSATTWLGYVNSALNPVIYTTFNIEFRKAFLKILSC
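Agonist-mode cell screen: cells plated at 1500/well and incubated overnight at 37 °C, then exposed to library compounds for 90 min at 37 °C. Detection reagent was added for 30–60 min at room temperature, and luminescence was read.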
DRD3 antagonist: D3 dopamine receptor (human) antagonism. D3R cells, DiscoveRx beta-arrestin luminescence, antagonist mode; active compounds read low. max response, negative = inhibition, %. 360,000 tested, 2.5% active; in the data active = max response below about -50%; inconclusive = no clear call, values can overlap the other calls; note: % is set by controls: 0 for no effect and ±100 for the full control effect; mostly tested at two doses, the higher about 12 µM
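Cells expressing the human receptor were seeded at 1500 cells/well, incubated overnight at 37 degrees C in 5% CO2, then exposed to library compounds with dopamine controls for 90 minutes at 37 degrees C before luminescent detection.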
Starred values were filed as active, the others as inactive; u = inconclusive; x = not tested or not shown; & = joins results of further samples; [ ] = remark or other dose. Unless noted, calls come from the whole dose curve; as a rule, active = well fitted curve in the direction sought with a large enough effect; inconclusive = small, poorly fitted or top-dose-only effect, or another doubt; inactive = no such curve, though single readings can be large; an effect the other way counts as inactive or inconclusive.

Start of the listing, in advance (13 entries):
cpd	structure	HT1080 IDH1KD tx	GLP-1R agonist	IL1B secr inh	DRD3 antagonist	KB-3-1 tox
1	CC(NC(=O)c1ccccc1OC(F)F)c1ccc(-n2ccnc2)cc1 (stereo not drawn)	10%	-1%	-7	6	u
2	CC(N=c1ccccn1C(=O)Nc1ccc(Cl)cc1)c1ccco1 (stereo not drawn)	9%	-1%	0	9	-7%
3	O=[N+]([O-])c1cccc(/C([O-])=C(/C(=S)Nc2ccccc2F)[n+]2ccccc2)c1	-15%	6%	7	-10	4%
4	CCN1C(=O)[C@H]2[C@@H](c3ccc(OC)cc3)N3C(=O)CN(CCOC)C(=O)[C@@]3(Cc3ccccc3)[C@H]2C1=O	12%	-3%	41	0	12%
5	CC(C)CCN1CCN(Cc2ccc(C(F)(F)F)cc2)CC1CCO (stereo not drawn)	-1%	-5%	-8	-29	-10%
6	COc1ccc(C=O)cc1Oc1nc(Cl)ncc1F	-2%	0%	0	-6	0%
7	COc1ccc(OC)c(NC(=O)Cn2c(CCC(=O)O)ccc2-c2ccccc2)c1	-1%	-4%	0	-5	10%&-9%
8	CCOC(=O)c1c(NC(C)=O)sc2c(O)c(Br)ccc12	6%	6%	10	-11	-1%
9	O=C(NCCc1c[nH]c2ccccc12)C(=O)NCC1OCCCN1S(=O)(=O)c1cccs1 (stereo not drawn)	-3%	14%	19	11	-1%
10	COC(=O)C1CSc2[nH]c(=O)sc2C1c1ccccc1 (stereo not drawn)	-20%	-4%	-12	-17	-5%

cpd	KB-V1 MDR tox	HT1080NT lethal	D3 ag	SW480 rerep
1	u	10%	3	1%
2	-15%	0%	-2	-20%
3	-4%	-2%	4	2%
4	0%	18%	0	-4%
5	u	-6%	-19	-9%
6	4%	-3%	-6	u
7	8%&-5%	-2%	-6&4	7%
8	u	-5%	-10	-11%
9	-4%	-7%	13	-4%
10	15%	8%[9.24 µM]	-20	-4%

cpd	structure	HT1080 IDH1KD tx	GLP-1R agonist	IL1B secr inh	DRD3 antagonist	KB-3-1 tox
11	CCCCN1CC2=C(C1=O)C(c1ccc(O)cc1)NC(=O)N2C (stereo not drawn)	6%	-1%	15	0	10%
12	Cc1cccc(CS(=O)(=O)Cc2ccc(C(=O)NC(C)c3ccccc3)o2)c1 (stereo not drawn)	4%	3%	-7	21	7%&6%
13	N#CCc1nc(CSc2nc3ccccc3s2)cs1	17%	6%	16	26	20%

cpd	KB-V1 MDR tox	HT1080NT lethal	D3 ag	SW480 rerep
11	2%	2%	-2	-7%
12	u	2%	5&3	5%
13	-7%	4%	0	u

The list itself, from the start:
cpd	structure	HT1080 IDH1KD tx	GLP-1R agonist	IL1B secr inh	DRD3 antagonist	KB-3-1 tox
1	CC(NC(=O)c1ccccc1OC(F)F)c1ccc(-n2ccnc2)cc1 (stereo not drawn)	10%	-1%	-7	6	u
2	CC(N=c1ccccn1C(=O)Nc1ccc(Cl)cc1)c1ccco1 (stereo not drawn)	9%	-1%	0	9	-7%
3	O=[N+]([O-])c1cccc(/C([O-])=C(/C(=S)Nc2ccccc2F)[n+]2ccccc2)c1	-15%	6%	7	-10	4%
4	CCN1C(=O)[C@H]2[C@@H](c3ccc(OC)cc3)N3C(=O)CN(CCOC)C(=O)[C@@]3(Cc3ccccc3)[C@H]2C1=O	12%	-3%	41	0	12%
5	CC(C)CCN1CCN(Cc2ccc(C(F)(F)F)cc2)CC1CCO (stereo not drawn)	-1%	-5%	-8	-29	-10%
6	COc1ccc(C=O)cc1Oc1nc(Cl)ncc1F	-2%	0%	0	-6	0%
7	COc1ccc(OC)c(NC(=O)Cn2c(CCC(=O)O)ccc2-c2ccccc2)c1	-1%	-4%	0	-5	10%&-9%
8	CCOC(=O)c1c(NC(C)=O)sc2c(O)c(Br)ccc12	6%	6%	10	-11	-1%

cpd	KB-V1 MDR tox	HT1080NT lethal	D3 ag	SW480 rerep
1	u	10%	3	1%
2	-15%	0%	-2	-20%
3	-4%	-2%	4	2%
4	0%	18%	0	-4%
5	u	-6%	-19	-9%
6	4%	-3%	-6	u
7	8%&-5%	-2%	-6&4	7%
8	u	-5%	-10	-11%

Carrying on:
cpd	structure	HT1080 IDH1KD tx	GLP-1R agonist	IL1B secr inh	DRD3 antagonist	KB-3-1 tox
9	O=C(NCCc1c[nH]c2ccccc12)C(=O)NCC1OCCCN1S(=O)(=O)c1cccs1 (stereo not drawn)	-3%	14%	19	11	-1%
10	COC(=O)C1CSc2[nH]c(=O)sc2C1c1ccccc1 (stereo not drawn)	-20%	-4%	-12	-17	-5%
11	CCCCN1CC2=C(C1=O)C(c1ccc(O)cc1)NC(=O)N2C (stereo not drawn)	6%	-1%	15	0	10%
12	Cc1cccc(CS(=O)(=O)Cc2ccc(C(=O)NC(C)c3ccccc3)o2)c1 (stereo not drawn)	4%	3%	-7	21	7%&6%
13	N#CCc1nc(CSc2nc3ccccc3s2)cs1	17%	6%	16	26	20%
14	Cc1cccc(C(=O)OCc2cc(=O)oc3c(C)c(C)ccc23)c1O	1%	10%	17	-1	14%
15	Cc1ccc(S(=O)(=O)CCN2CCN(c3ccccn3)CC2)cc1	5%	-2%	-4	u	10%
16	CCOc1ccc(C2NC(=O)c3n[nH]c(C)c32)cc1 (stereo not drawn)	10%	-2%	10	13	14%

cpd	KB-V1 MDR tox	HT1080NT lethal	D3 ag	SW480 rerep
9	-4%	-7%	13	-4%
10	15%	8%[9.24 µM]	-20	-4%
11	2%	2%	-2	-7%
12	u	2%	5&3	5%
13	-7%	4%	0	u
14	15%	12%	-15	-13%
15	-17%	17%	-20	-18%
16	18%	-8%	-1	0%

Next results follow.
cpd	structure	HT1080 IDH1KD tx	GLP-1R agonist	IL1B secr inh	DRD3 antagonist	KB-3-1 tox
17	O=C(O)c1ccc(N2C(=O)CC(SC(=NCc3ccc4c(c3)OCO4)Nc3ccccc3)C2=O)cc1 (stereo not drawn)	-6%	-4%	0	58	-17%
18	C#CCOC(=O)c1ccc(-n2cncn2)nc1	9%	-5%	-4	18	-1%
19	COC(=O)c1ccc2[nH]c(CO)c(-c3ccccc3)c2c1	-4%	16%	4	0	-8%
20	O=C(Nc1ccc(F)cc1)NC1(C(=O)NCc2ccco2)CCCCC1	-22%	-18%	-9	6	1%
21	CC1(C)CC(=O)C2=C(C1)N(CC1CCCO1)C(=O)C2(O)C(F)(F)F (stereo not drawn)	12%	-11%	4	28	16%
22	CCCCN1CC[C@H]2C=CC[C@@H](C(=O)N3CCOCC3)[C@H]2C1=O	5%	4%	14	26	7%&15%
23	Cc1cccn2c(=O)c3cc(S(=O)(=O)c4ccc(F)cc4)c(=N)n(Cc4ccco4)c3nc12	23µM*	0%	-80*	u	-15%
24	Cc1ccccc1S(=O)(=O)Cc1ccc(C(=O)NCCN2CCCCC2C)o1 (stereo not drawn)	15%	2%	-4	2	-2%

cpd	KB-V1 MDR tox	HT1080NT lethal	D3 ag	SW480 rerep
17	5%	-8%	3	u
18	u	10%	8	4%
19	-9%	-2%	-2	-7%
20	-17%	-26%	1	0%
21	-6%	8%	-1	-9%
22	17%&-3%	-2%	-5	-28%[9.22 µM]
23	-7%	u	-8	u
24	u	12%	-7	-1%

(next part)
cpd	structure	HT1080 IDH1KD tx	GLP-1R agonist	IL1B secr inh	DRD3 antagonist	KB-3-1 tox
25	O=C(CCNC(=O)c1ccco1)Nc1ccc(Cl)cc1	u	2%	-8	15	7%
26	CCN1CCCC1CNC(=O)c1ccc2c(c1)N(Cc1cccc(Cl)c1)C(=O)c1ccccc1S2(=O)=O (stereo not drawn)	u	-1%	u	-15	5%
27	CCOC(=O)CNC(=O)N1CCCC(C(=O)c2cccc(Cl)c2)C1 (stereo not drawn)	4%	11%	-3	14	0%
28	CC1(C)C2CC[C@]3(C)C(CC=C4[C@@H]5C[C@@](C)(CO)[C@@H](O)C[C@]56C[C@@H](OC6=O)[C@]43C)[C@@]2(C)CC[C@@H]1O (stereo partly drawn)	9%	-10%	1	-20	0%
29	CCN(CCNC(=O)CCCn1nc(C)n2c(cc3sccc32)c1=O)c1ccccc1	6%	-2%	-3	12	-24%
30	Cc1cccc(C(=O)OC(C)CN2CCOCC2)c1 (stereo not drawn)	10%	2%	13	-13	6%
31	Cc1cc(C(=O)CN2C(=O)NC3(CCC(C)CC3)C2=O)c(C)n1C (stereo not drawn)	-11%	-1%	0	7	5%
32	CSc1ncccc1C(=O)N1CCCC(C(=O)c2ccc3ccccc3c2)C1 (stereo not drawn)	15%	2%	-56*	5	-8%

cpd	KB-V1 MDR tox	HT1080NT lethal	D3 ag	SW480 rerep
25	-2%	u	0	1%
26	u	u	5	5%
27	-11%	9%	0	14%
28	-18%	8%	-19	-2%
29	-17%	10%	-3	5%
30	-3%	5%	-28	-5%
31	-24%	-2%	3	-4%
32	-19%	10%	8	-20%

Additional structures follow:
cpd	structure	HT1080 IDH1KD tx	GLP-1R agonist	IL1B secr inh	DRD3 antagonist	KB-3-1 tox
33	Cc1ccc(NC(=O)CSCC(=O)N2CCN(Cc3ccc4c(c3)OCO4)CC2)cc1	-1%	0%	-12	-1	7%
34	Cc1cc(C)cc(N(CC(=O)NC2CCCCC2)C(=O)c2ccc(C)s2)c1	u	6%	-10	3	8%
35	O=C(Nc1cccc(Cl)c1)c1cc(S(=O)(=O)N2CCOCC2)cs1	1%	17%	-6	-5	x
36	O=C(Nc1nc(-c2cc(F)ccc2F)cs1)c1ccccn1	-18%	4%	70	-16	1%

cpd	KB-V1 MDR tox	HT1080NT lethal	D3 ag	SW480 rerep
33	0%	1%	0	3%
34	-5%	0%	-2	2%
35	x	-24%	-12	-8%
36	u	-23%	-9	u
